MC4R antag cAMP: human MC4R antagonism in cAMP assay; P32245; MC4R-expressing cells, MTII-stimulated cAMP, LANCE TR-FRET; 0.48% of 360,000 active; inhibition, % at 6.5 µM;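 active = inhibition above its plate's cutoff, the mean of tested wells on that plate plus 3 SD, cut at about 29% in these data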;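 note: 0% = Melanotan II alone and 100% = Melanotan II plus saturating MCL0020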
Target sequence (P32245 whole entry, looked up): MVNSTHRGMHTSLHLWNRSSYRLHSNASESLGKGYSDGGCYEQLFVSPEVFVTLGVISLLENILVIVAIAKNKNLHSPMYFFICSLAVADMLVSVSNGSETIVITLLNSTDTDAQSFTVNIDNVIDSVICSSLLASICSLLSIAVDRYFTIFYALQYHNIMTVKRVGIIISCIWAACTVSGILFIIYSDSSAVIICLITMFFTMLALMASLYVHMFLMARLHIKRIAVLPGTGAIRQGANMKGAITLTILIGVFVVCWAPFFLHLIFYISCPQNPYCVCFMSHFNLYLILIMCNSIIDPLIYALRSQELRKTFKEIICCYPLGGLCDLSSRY
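Assay system: human MC4R-expressing U2OS cells; reagent: Melanotan II stimulation of cells; dosing: 6.5 µM single dose; timing: compound 30 min, challenge 1 h, detection 1 h; signal: TR-FRET cAMP assay; replicates: one well per compound, no replicates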
ABHD5 PLIN5 PPI: ABHD5-PLIN5 protein interaction inhibition; Split G. princeps luciferase complementation, luminescence, 4 h; 0.78% of 360,000 active; inhibition, % at 4 µM;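 active = inhibition above the mean inhibition across every tested compound plus 3 SD, cut at about 22% in these data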;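 note: 0% = DMSO only wells and the 100% control is not disclosed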
N-glyco inh: N-linked glycosylation inhibition | D54 ERlucT glycosylation luciferase reporter, 24 h; percent of 100 nM tunicamycin response | reporter increase, % at 12.5 µM | 0.23% of 360,000 active;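 active = mean luciferase reporter signal, scaled so untreated is 0 and the glycosylation-blocking control 100, at or above a set limit in every replicate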;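 note: luciferase carries N-glycosylation sites so blocking glycosylation raises the light; 0% = median of neutral control wells and 100% = median of 100 nM tunicamycin wells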
Granule exo inh: blocks lytic granule exocytosis. TALL-104 LAMP-1 surface exposure, flow cytometry; cells stimulated with thapsigargin and PMA. inhibition, % at 10 µM. 0.66% of 360,000 active. AID 651702;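 active = inhibition above about 55%, limit read from the data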
aDG glyco act: alpha-DG glycosylation activation | Pro5-aDG cells, alpha-DG glycosylation AlphaScreen (IIH6); 0% Pro5, 100% B10-LARGE cell signal | 0.22% of 360,000 active | activation, % at 10 µM;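 active = activation of at least 8% versus controls, or a plate z-score of at least 8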;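 note: Pro5 are CHO cells carrying HIG-tagged alpha-DG that lacks glycosylation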
H9c2 protect: protects H9c2 cardiomyocytes from peroxide injury | protection from H2O2 cell death, % at 20 µM | H2O2 injury protection, ATPLite, 2 h | 0.63% of 360,000 active;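 active = compounds giving at least 50% protection of heart cells from peroxide-induced death in the single-dose screen, raw or plate-pattern-corrected value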;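 note: 0% = DMSO wells with peroxide and 100% = DMSO wells without peroxide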
MC4R barr agon: agonists of human melanocortin 4 receptor (MC4R) beta-arrestin; P32245; activation, % at 8.9 µM; AID 540308; 0.98% of 360,000 active; U2OS MC4R beta-arrestin complementation, luminescence; percent of melanotan II response, DMSO zero;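 active = activation above a per-plate cutoff, the mean activation of sample wells on that plate plus 3 SD, cut at about 8% in these data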
ABCB6 inh 2: inhibitors of human ABC transporter ABCB6. 0.19% of 360,000 active. K562-ABCB6 porphyrin accumulation, flow cytometry, 1 h; stronger effect = lower value. fluorescence ratio to DMSO, % at 10 µM;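 active = fluorescence ratio to DMSO below 75%, the collection mean minus 3 SD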;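 note: signal is porphyrin accumulated inside mitochondria; 100% equals median channel fluorescence of DMSO control wells; lower ratio means ABCB6 inhibition with less porphyrin fluorescence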
hiPSC survival: increases survival of single human iPS cells; hiPSC single-cell survival, ATPlite luminescence; 100% = ROCK inhibitor wells, 0% = DMSO; survival enhancement, % at 20 µM; 0.044% of 360,000 active; AID 602274; in the data active = survival enhancement above about 18%;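 note: cells exposed to compounds for 16 hours before the ATP read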
HTR2A ag: activates the mouse 5-HT2A serotonin receptor | P35363 | CHO-K1 mHTR2A beta-arrestin complementation, luminescence; percent of 30 µM serotonin response | activation, % at 7.6 µM | 0.66% of 360,000 active | AID 624169;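 active = activation above a run cutoff, the mean activation of all tested compounds plus 3 SD, cut at about 14% in these data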;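 note: 0% = plate median of compound wells and 100% = 30 µM serotonin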
Target sequence (P35363 whole entry, looked up): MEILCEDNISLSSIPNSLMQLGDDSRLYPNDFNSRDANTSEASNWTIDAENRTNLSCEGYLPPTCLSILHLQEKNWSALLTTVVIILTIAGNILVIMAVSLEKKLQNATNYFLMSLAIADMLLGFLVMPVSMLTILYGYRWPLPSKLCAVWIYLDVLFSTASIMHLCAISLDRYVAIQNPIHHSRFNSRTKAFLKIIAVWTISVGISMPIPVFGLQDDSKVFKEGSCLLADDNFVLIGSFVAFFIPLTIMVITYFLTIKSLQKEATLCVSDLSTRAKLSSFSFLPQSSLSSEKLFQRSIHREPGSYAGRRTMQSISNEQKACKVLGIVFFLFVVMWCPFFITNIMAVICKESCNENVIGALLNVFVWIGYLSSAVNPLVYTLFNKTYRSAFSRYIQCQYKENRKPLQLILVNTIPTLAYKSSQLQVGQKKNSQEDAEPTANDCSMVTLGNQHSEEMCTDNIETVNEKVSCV
An asterisk follows results filed as active; x = no result given.

Compound	MC4R antag cAMP	ABHD5 PLIN5 PPI	N-glyco inh	Granule exo inh	aDG glyco act	H9c2 protect	MC4R barr agon	ABCB6 inh 2	hiPSC survival	HTR2A ag
CCC(C)NC(=O)CSc1ncccc1C(=O)O (stereo unspecified)	-1.0	3.9	-1.0	0.8	0.0	-4.9	-1.3	103.0	-1.2	-0.6
COc1cc(C2(c3ccc(O)c(OC)c3)C(=O)N(C)c3ccc(Br)cc32)ccc1O	-7.2	-8.0	-1.3	1.6	0.1	-5.0	2.0	100.0	-0.4	-1.1
N#CCCN(Cc1ccccc1)C(=O)CCC(=O)c1ccc(F)cc1	-0.7	-1.7	0.8	-0.7	0.0	-1.6	-0.4	104.0	2.5	-2.2
Clc1cccc(-c2nc(NCC3CCCO3)c3ccccc3n2)c1 (stereo unspecified)	20.4	3.9	-3.9	-4.1	-0.1	-18.3	-1.4	105.0	1.6	-2.2
CCOC(=O)c1cn(Cc2c(C)c(C)c(C)c(C)c2C)nn1	5.7	-0.8	-5.9	-0.3	0.7	-6.0	-2.6	95.0	0.5	-2.4
Cc1ccc(Cl)c(OCC(=O)OCC(=O)NC2CCCc3ccccc32)c1 (stereo unspecified)	24.8	-3.8	1.8	4.1	0.0	3.2	5.4	99.0	5.8	1.0
CCN(Cc1nc2cc(Cl)ccc2c(=O)[nH]1)C(=O)c1cccc(NC(=O)c2cccs2)c1	16.0	-0.9	-1.8	-4.1	-0.1	21.6	-2.0	97.0	-0.6	-2.2
COc1ccc(NC(=O)CSc2nnc(-c3cccs3)n2N)cc1S(N)(=O)=O	0.9	2.1	0.0	-7.9	-0.2	1.1	-2.3	96.0	-2.7	4.2
COc1ccc(C)cc1NC(=O)c1nn(C)cc1Br	12.5	-3.8	4.4	1.7	0.1	0.1	1.5	100.0	-0.2	3.3
C[C@]12C(=O)N(c3ccc(Br)cc3)C(=O)N1[C@H]1c3ccccc3OC[C@@H]1[C@H]2c1ccccc1	10.4	-14.3	-10.4	9.1	-0.3	0.9	0.2	101.0	-1.3	10.3
COc1ccc(C(=O)Cc2cc(OC)c(OC)cc2[N+](=O)[O-])c(OC)c1	5.6	-2.0	1.5	-2.3	0.0	-8.0	1.0	93.0	-0.6	2.4
CCC(C)[C@H](NC(=O)Nc1ccccc1F)C(=O)O (stereo partly specified)	1.5	3.0	2.3	2.3	0.1	-2.9	-0.3	99.0	0.0	0.6
NC(=O)C1CCCN(C(=O)CNC(=O)C23CC4CC(CC(C4)C2)C3)C1 (stereo unspecified)	-1.9	1.6	-0.4	-1.5	-0.1	5.3	-2.5	100.0	-0.4	-1.0
CCOC(=O)Nc1cc(C(=O)OC)ccc1C	1.5	8.8	2.4	5.3	0.1	-2.0	1.4	95.0	-2.4	2.9
CCOc1cc(/C=N/NS(=O)(=O)c2ccccc2)ccc1OS(=O)(=O)c1ccc(C)cc1	8.6	1.4	-2.5	-2.4	0.0	-3.0	1.3	97.0	1.4	-9.7
O=[N+]([O-])c1cnc2ccccn12	-0.2	-1.7	0.9	4.6	0.0	2.7	-1.8	96.0	0.7	-0.5
CCOc1ccccc1NC(=O)CSc1nncc2ccccc12	2.6	-2.1	-0.9	-5.9	0.2	2.7	-0.3	100.0	-0.7	-10.5
Nc1cccc(-c2cc3ccccc3oc2=O)c1	4.9	-2.9	-9.2	5.9	-0.3	-0.6	0.4	98.0	-1.0	-1.0
CC(C)Nc1ncnc2c1ncn2[C@H]1CN(Cc2ccncc2)C[C@@H](CO)O1	4.2	9.5	1.1	-1.5	0.2	-0.9	2.4	93.0	-1.5	7.2
COCc1c(Br)c(C)nc(OCC(=O)O)c1C#N	7.8	-1.4	2.0	-1.2	-0.2	3.4	-2.7	90.0	0.7	-1.1

Just H9c2 protect, hiPSC survival and HTR2A ag, for some of the entries so far:
Molecule,H9c2 protect,hiPSC survival,HTR2A ag
O=[N+]([O-])c1cnc2ccccn12,2.7,0.7,-0.5
Nc1cccc(-c2cc3ccccc3oc2=O)c1,-0.6,-1.0,-1.0
NC(=O)C1CCCN(C(=O)CNC(=O)C23CC4CC(CC(C4)C2)C3)C1 (stereo unspecified),5.3,-0.4,-1.0
COCc1c(Br)c(C)nc(OCC(=O)O)c1C#N,3.4,0.7,-1.1
CCC(C)[C@H](NC(=O)Nc1ccccc1F)C(=O)O (stereo partly specified),-2.9,0.0,0.6

Following part:
Compound	MC4R antag cAMP	ABHD5 PLIN5 PPI	N-glyco inh	Granule exo inh	aDG glyco act	H9c2 protect	MC4R barr agon	ABCB6 inh 2	hiPSC survival	HTR2A ag
CC(=O)Nc1cnc(-c2cccc(C(=O)N(C)C)c2)cn1	1.9	1.4	1.3	4.9	-0.5	-1.3	-0.1	102.0	0.0	3.5
COc1ccc(C(=O)OCCOc2cccc(Cl)c2)cc1S(=O)(=O)N1CCOCC1	-1.6	0.8	3.2	0.5	0.2	-1.3	-2.5	93.0	-0.5	-4.5
Cc1ccc(NC(=O)CSCC(N)=O)cc1C	1.5	-1.9	1.9	3.1	-0.1	3.5	-1.8	99.0	0.6	-0.8
CCN(CC(=O)Nc1c(F)cccc1F)C(=O)/C=C/c1ccc(C)cc1	12.7	2.1	0.9	6.3	0.1	-2.9	0.6	104.0	-0.5	0.7
COc1cc(C)nc(N2CCC(C(=O)NC3CCCCC3)CC2)n1	12.9	-1.3	0.2	-0.2	-0.1	-5.0	-0.9	89.0	1.4	6.7
C=CCOC(=O)C1=C(C)Nc2ncnn2C1c1cccs1 (stereo unspecified)	20.1	-1.1	3.4	0.8	0.0	-4.0	-1.4	101.0	0.3	1.0
COCCNC(=O)C1(C)Cc2c(-c3ccc(N(C)C)cc3)ccnc2O1 (stereo unspecified)	-2.8	0.9	0.7	-5.1	-0.3	-1.1	-1.1	100.0	0.5	3.5
COC(=O)c1cc(C(C)=O)c(C)[nH]c1=O	10.4	-0.5	2.9	-5.7	0.2	15.4	-1.2	110.0	0.3	2.5
Cc1cnc(C(=O)OC(C(=O)c2ccccc2)c2ccccc2)cn1 (stereo unspecified)	11.1	0.2	0.5	1.0	0.0	0.3	-2.7	102.0	0.3	-3.6
Cc1ccc2cc(CCNC(=O)CCCc3ccccc3)c(=O)[nH]c2c1	3.5	-6.2	-1.0	-2.5	0.0	-4.2	-3.1	100.0	-0.3	-7.9

An excerpt from above in order of their number in ABHD5 PLIN5 PPI, highest first.
SMILES	MC4R antag cAMP	ABHD5 PLIN5 PPI	N-glyco inh	Granule exo inh	aDG glyco act	MC4R barr agon	ABCB6 inh 2	HTR2A ag
CCOC(=O)Nc1cc(C(=O)OC)ccc1C	1.5	8.8	2.4	5.3	0.1	1.4	95.0	2.9
CCN(CC(=O)Nc1c(F)cccc1F)C(=O)/C=C/c1ccc(C)cc1	12.7	2.1	0.9	6.3	0.1	0.6	104.0	0.7
O=[N+]([O-])c1cnc2ccccn12	-0.2	-1.7	0.9	4.6	0.0	-1.8	96.0	-0.5

(continued)
Compound	MC4R antag cAMP	ABHD5 PLIN5 PPI	N-glyco inh	Granule exo inh	aDG glyco act	H9c2 protect	MC4R barr agon	ABCB6 inh 2	hiPSC survival	HTR2A ag
O=C(C(=O)N1CCN(c2ccccc2)CC1)c1ccco1	x	6.4	x	-6.7	-0.1	x	x	x	x	-2.0
CCCn1nnc(NC(=S)NC(=O)/C=C/c2ccco2)n1	9.4	5.0	-2.1	-4.1	0.1	4.9	-2.0	97.0	0.8	0.6
COc1ccc(NC(=O)CCCNC(=O)c2ccc(Cl)cc2)c(OC)c1	6.1	-6.5	-1.7	-7.0	-0.2	-1.5	-0.9	82.0	-0.6	-3.3
CC1CCCC(NC(=O)C2COc3ccccc3O2)C1C (stereo unspecified)	0.6	-6.2	-3.1	19.0	0.2	3.5	0.2	96.0	0.1	-3.6
O=C(CSc1nncs1)NCc1ccc(F)cc1	7.3	0.1	1.9	-2.7	0.0	2.3	0.1	92.0	0.4	2.4
COc1ccccc1-c1nnc(SCC(=O)NC2CCCCC2)n1N	9.0	9.2	-0.3	-1.8	0.2	-2.2	-0.1	101.0	-0.4	3.2
Cc1cc(OCC(=O)NN2C(=O)c3ccccc3C2=O)ccc1Cl	-7.4	6.8	1.9	-5.9	0.0	2.0	-1.2	99.0	1.9	2.9
CC(C)c1nc(-c2ccccn2)no1	-7.4	0.8	-0.1	-0.4	0.0	1.0	-1.3	96.0	-1.9	5.9
O=C(NCc1ccc2c(c1)OCO2)c1ccccn1	0.9	3.4	1.6	-1.9	0.1	-9.6	1.1	101.0	0.7	0.9
CCOc1ccccc1-n1c(SCC(N)=O)nnc1-c1ccco1	-5.1	-2.1	0.1	3.1	-0.2	9.2	-0.3	96.0	6.3	0.0
COC(=O)c1ccccc1C(=O)N(Cc1cccnc1)CC1CCCN(C2CCCCC2)C1 (stereo unspecified)	5.2	-7.4	0.5	7.7	-0.2	1.4	-0.4	109.0	0.2	-6.3
O=C1OCc2cc(NS(=O)(=O)c3cccs3)ccc21	9.9	-4.1	2.1	3.6	-0.2	21.0	-1.2	97.0	3.1	-0.3
CCOC(=O)C(NC(=O)Nc1ccc(Cl)cn1)(Oc1ccc(F)cc1)C(F)(F)F (stereo unspecified)	11.4	-2.7	8.9	0.4	-0.1	2.2	1.2	108.0	-0.2	1.8
CCOc1ccc(CNc2ccc(N3CCCC3)cc2)cc1	-7.3	-1.7	0.1	-5.2	-0.4	-14.2	-2.7	116.0	-1.9	5.4
CN(C)CCCn1c2c(c(SCC(=O)Nc3ccc4c(c3)OCO4)nc1=O)CCCC2	6.8	-3.1	-4.2	3.0	-0.3	3.0	-2.4	104.0	-0.3	-4.2
COc1ccc(C(C(=O)NC(C)(C)C)N(CCC(C)C)C(=O)CCC(=O)Nc2cc(C)on2)cc1 (stereo unspecified)	-2.5	4.2	-2.2	1.6	-0.1	0.6	3.2	97.0	-0.6	12.9
O=C(Nc1ccc([N+](=O)[O-])cc1)N1CCc2ccccc2C1	-2.3	-6.9	2.7	85.4*	0.2	-5.6	-1.7	94.0	-0.3	-8.2
CCOC(=O)Cc1cc(=O)n2[nH]cc(-c3ccc(Cl)cc3)c2n1	30.5*	3.9	1.0	-0.6	-0.3	11.8	-1.2	99.0	2.7	-1.1
CCOC(=O)c1sc2ncn(C(C)C(=O)OC)c(=O)c2c1C (stereo unspecified)	4.0	-3.6	1.5	0.1	-0.2	4.5	-1.9	98.0	0.6	-4.8
COC(=O)C(C)Sc1nc(N)c(NC(=O)c2ccco2)c(=O)[nH]1 (stereo unspecified)	1.6	-6.0	1.1	-3.6	-0.1	2.1	-0.7	96.0	5.5	6.7
C=CCC[C@H](Cc1ccc(F)cc1)C(=O)OC[C@@H](NC(=O)[C@H](CC=C)CC(=O)NCCO)C(C)(C)C	0.0	1.6	1.2	16.7	0.3	-6.0	-1.4	96.0	-1.2	3.8
O=C(NNC(=S)Nc1ccc(Cl)cc1)c1cccs1	-11.4	4.5	3.3	0.3	0.4	-6.9	0.9	90.0	-0.8	-4.5
COc1cccc(-c2cnc(C(O)c3cc(C)cc(C)c3)[nH]2)c1 (stereo unspecified)	-2.5	0.8	-1.1	-2.0	0.2	0.3	-2.0	95.0	-1.4	3.8

Bioassay records deposited in PubChem by several laboratories.
